Assay outcomes (PubChem BioAssay)
NPYLR7 ag: activates Aedes aegypti NPYLR7 receptor. HEK293T NPYLR7/Galpha15, GCaMP6s calcium fluorescence. activation, % at 10 µM. actives 0.15% (n = 270,000). AID 1259423; in the data active means activation above about 40%;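 further: 0% = vehicle and 100% = reference agonist at the receptor; some compounds past the cut are filed as inactive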
hcGAS lum: human cGAS inhibition; AID 1259398; actives 0.081% (n = 290,000); recombinant h-cGAS, ATP depletion, Kinase-Glo luminescence; inhibition, % at 12.5 µM; Q8N884;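 further: 0% = vehicle reaction and 100% = reaction without DNA for no activity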
Target sequence (Q8N884 whole entry, looked up): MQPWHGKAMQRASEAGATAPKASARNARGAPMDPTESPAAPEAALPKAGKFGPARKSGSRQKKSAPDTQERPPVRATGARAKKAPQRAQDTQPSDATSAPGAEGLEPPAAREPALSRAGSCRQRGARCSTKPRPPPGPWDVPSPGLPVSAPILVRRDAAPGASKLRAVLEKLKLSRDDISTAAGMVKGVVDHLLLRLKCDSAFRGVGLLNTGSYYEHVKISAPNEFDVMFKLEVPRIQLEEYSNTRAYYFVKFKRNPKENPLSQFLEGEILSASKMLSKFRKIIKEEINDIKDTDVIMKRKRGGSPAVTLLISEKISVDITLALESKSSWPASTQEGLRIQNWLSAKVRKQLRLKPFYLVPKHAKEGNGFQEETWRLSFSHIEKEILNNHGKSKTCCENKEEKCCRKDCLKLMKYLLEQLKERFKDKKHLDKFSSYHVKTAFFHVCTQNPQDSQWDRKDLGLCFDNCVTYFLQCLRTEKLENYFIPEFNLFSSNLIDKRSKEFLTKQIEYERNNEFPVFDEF
mcGAS lum: blocks mouse cGAS activity. recombinant cGAS, Kinase-Glo ATP depletion luminescence. actives 0.15% (n = 160,000). AID 1259399. Q8C6L5. inhibition, % at 12.5 µM;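 further: 0% = negative control wells and 100% = reference inhibitor with no enzyme activity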
* = called active by the depositor; / = not tested or not shown; & = joins results of further samples. Unless noted, no stated cut-off is given here; in the data, active means inhibition above about 40%; inactive means the rest.

SMILES | NPYLR7 ag | hcGAS lum | mcGAS lum
COc1ccc(OC)c2[nH]c(=O)[nH]c12 | 1 | 3 | /
Cc1cccc(NC(=O)CNC(=O)CN(CC(C)C)C(=O)c2ccc([N+](=O)[O-])cc2Cl)c1 | / | -8 | -6
COCC1CCN(C(=O)c2cc(COc3ccc(OC)cc3Cl)on2)C1 (centres undefined) | 3 | -6 | -3
Cc1ccc(-n2nc(C)c3c(=O)cc(C)[nH]c32)c(C)c1 | 4 | -2 | /
O=C(NCCOc1ccc2nnc(-c3ccccc3)n2n1)c1cccs1 | -10 | -4 | -7
Nc1c(C(=O)CSc2nnc(C3CCS(=O)(=O)C3)o2)c(=O)[nH]c(=O)n1C1CC1 (centres undefined) | 5 | -6 | /
COC(=O)c1ccc(C=NNC(=O)CCn2cnc3ccccc32)cc1 | 1 | -4 | /
CCCNC(=O)C1CCCN(S(=O)(=O)N2CCC3(CC2)OCCO3)C1 (centres undefined) | / | -6 | -6
O=C(CCN1CCN(c2ccccn2)CC1)Nc1ccccc1 | 8 | 0 | -8
c1ccc(C[n+]2cn3cc(-c4ccccc4)nc3[nH]2)cc1 | 2 | -3 | -2
CCCc1cc(CNC(=O)[C@@]23CNC[C@@H]2CN(C2CCCC2)C3)on1 | / | -6 | -8
CCOc1ccc(C(C2Sc3nc(C)nn3C2=O)N2CCC(C)CC2)cc1 (centres undefined) | -1 | 0 | -3
COCCN(Cc1nccn1Cc1ccc(F)cc1)C(=O)C1CC1 | 18 | -5 | -4
O=C(c1ccc(Br)cc1)N1CCSC12CCN(S(=O)(=O)c1ccccc1)CC2 | 13 | -6 | -4
CCSc1nnc(NC(=O)c2ccc(=O)n(C)n2)s1 | -2 | -4 | /
CN1CCCNC(=O)C12CCN(Cc1cnc[nH]1)CC2 | 6 | -1 | -14
COc1ccc2nc(-n3nc(C)cc3NC(=O)c3cc(Cl)sc3Cl)sc2c1 | -10 | -10 | -13
O=S(=O)(NCCc1nc(Cc2ccccc2)no1)NCc1ccccc1 | -1 | -5 | /
COc1ccc(S(=O)(=O)NC(=O)C2(C)CCN2C(=O)COc2ccc(Cl)cc2)cc1 (centres undefined) | 4 | 0 | /
Cc1ccc2nccc(C(=O)N3CCCC(Nc4ccc(C)c(C)c4)C3)c2c1 (centres undefined) | 24 | -4 | -9

Nothing new here: an excerpt of the list.
SMILES | NPYLR7 ag | hcGAS lum | mcGAS lum
COCC1CCN(C(=O)c2cc(COc3ccc(OC)cc3Cl)on2)C1 (centres undefined) | 3 | -6 | -3
Cc1ccc(-n2nc(C)c3c(=O)cc(C)[nH]c32)c(C)c1 | 4 | -2 | /
O=C(NCCOc1ccc2nnc(-c3ccccc3)n2n1)c1cccs1 | -10 | -4 | -7
Nc1c(C(=O)CSc2nnc(C3CCS(=O)(=O)C3)o2)c(=O)[nH]c(=O)n1C1CC1 (centres undefined) | 5 | -6 | /
COC(=O)c1ccc(C=NNC(=O)CCn2cnc3ccccc32)cc1 | 1 | -4 | /
CCCNC(=O)C1CCCN(S(=O)(=O)N2CCC3(CC2)OCCO3)C1 (centres undefined) | / | -6 | -6
O=C(CCN1CCN(c2ccccn2)CC1)Nc1ccccc1 | 8 | 0 | -8
c1ccc(C[n+]2cn3cc(-c4ccccc4)nc3[nH]2)cc1 | 2 | -3 | -2
CCCc1cc(CNC(=O)[C@@]23CNC[C@@H]2CN(C2CCCC2)C3)on1 | / | -6 | -8
CCOc1ccc(C(C2Sc3nc(C)nn3C2=O)N2CCC(C)CC2)cc1 (centres undefined) | -1 | 0 | -3
COCCN(Cc1nccn1Cc1ccc(F)cc1)C(=O)C1CC1 | 18 | -5 | -4
O=C(c1ccc(Br)cc1)N1CCSC12CCN(S(=O)(=O)c1ccccc1)CC2 | 13 | -6 | -4
CCSc1nnc(NC(=O)c2ccc(=O)n(C)n2)s1 | -2 | -4 | /
CN1CCCNC(=O)C12CCN(Cc1cnc[nH]1)CC2 | 6 | -1 | -14
COc1ccc2nc(-n3nc(C)cc3NC(=O)c3cc(Cl)sc3Cl)sc2c1 | -10 | -10 | -13
O=S(=O)(NCCc1nc(Cc2ccccc2)no1)NCc1ccccc1 | -1 | -5 | /
COc1ccc(S(=O)(=O)NC(=O)C2(C)CCN2C(=O)COc2ccc(Cl)cc2)cc1 (centres undefined) | 4 | 0 | /
Cc1ccc2nccc(C(=O)N3CCCC(Nc4ccc(C)c(C)c4)C3)c2c1 (centres undefined) | 24 | -4 | -9

The listing continues.
SMILES | NPYLR7 ag | hcGAS lum | mcGAS lum
COC(=O)c1ccccc1CN(Cc1cccn1Cc1cccc(OC)c1)CC(C)C | / | -2 | -7
CCCn1ccnc1-c1c(-c2ccccc2)ncn1Cc1c(C)noc1C | 4 | -4 | /
COc1ccc(N2CCN(Cc3cnc(N4CCCC4)nc3)C(C)C2)cc1 (centres undefined) | 1 | -2 | -1
COc1cc(-c2cc(NCc3ccccn3)nc3[nH]ccc23)ccc1O | -2 | -8 | -13
CS(=O)(=O)C(C#N)=Cc1cccc(Cl)c1Cl | 20 | -15 | -6
COc1ccc2c(=O)c(-c3ccccc3Cl)c(C(F)(F)F)oc2c1OC | -1 | -8 | -5
Cc1ccc(SC2CCN(Cc3nc(Cc4ccccc4F)no3)CC2)cc1 | 3 | -8 | /
Cc1cc(C)c(CNC(=O)N2CCCC(N3CCCC3=O)C2)c(C)c1 (centres undefined) | 7 | -8 | /
CCS(=O)(=O)N1CCC2(CC1)CC(N1CCN(C(C)C)CC1)CCO2 (centres undefined) | / | -5 | -4
CCOC(=O)C1(CCOC)CCCN(Cc2cnc(SC)nc2)C1 (centres undefined) | 5 | -13 | /
Fc1ccc(Nc2nc3ccccc3n3nnnc23)cc1 | 9 | -10 | /
Cc1ccc(-c2nc3cc(C)ccn3c2NC(=O)c2cccc(Cl)c2)cc1 | -4 | 2 | 0
COc1ccc(C(=O)N2CCC3(CC2)c2ccccc2[C@@H](NC(=O)c2ccncc2)[C@@H]3OC)cc1F | 5 | -5 | -9
COc1ccc(CNC(=O)c2sc(=O)n(Cc3cccc(F)c3)c2C)cc1 | 13 | -7 | /
COC(=O)c1ccc(NC(=O)CCN[C@H]2c3ccccc3C[C@H]2O)cc1 | 29 | -7 | -10
Nc1ncnc(Nc2cc(C(F)(F)F)ccc2Cl)c1[N+](=O)[O-] | 2 | -1 | -3
CCN(CCc1ccncc1)S(=O)(=O)c1ccc(N2C(=O)CCS2(=O)=O)cc1C | 0 | -11 | /
O=C(c1sc(Cl)c(Cl)c1Cl)N1CCN(CCCOC(c2ccc(Cl)cc2)c2ccc(Cl)cc2)CC1 | 3 | -4 | -8
CCCCCCCCCCCC(=O)N(CCOC)CC(=O)N(Cc1ccccc1)Cc1sccc1C | -12 | -9 | -4
C/C=C\COC1CCCN(C(=O)c2ccc(Br)cc2)C1 (centres undefined) | -2 | 0 | -3
OC1CCN(c2ccnc(N3CCc4onc(-c5cccc(F)c5)c4C3)n2)C1 (centres undefined) | 18 | -16 | /
CCc1nc2ccc(C(=O)N3CCN(C(C)=O)CC3)cn2c1N(CC)Cc1ccc(OC)c(OC)c1 | 13 | -3 | -4
c1csc(-c2noc(CSc3ncnc4sccc34)n2)c1 | 8 | -6 | /
CC(=O)c1ccc(C(=O)N(CC#Cc2ccccc2)CC(C)C)s1 | -1 | -3 | -16
CN(C)CCN(Cc1ccccc1)C(=O)c1cc(-c2ccccc2F)nc2cc(C(C)(C)C)nn12 | -8&18 | -9&-3 | -8&-7
Cc1ccccc1CSC1=NCCN1S(=O)(=O)c1ccc([N+](=O)[O-])cc1 | 8 | -10 | -8
CCn1cccc(-c2nnc(SCC(=O)c3ccc(Cl)cc3)n2C)c1=O | 3 | -12 | /
CCc1c(C)cc(C(=O)N2CCC3(CCNC(=O)CC3)CC2)c(=O)n1C | -1 | -3 | -19
CC(C)(O)C#Cc1cccc(C(=O)NCC2OCCc3ccccc32)c1 (centres undefined) | 2 | 2 | /
C=CCN(c1nc(-c2ccc(OC)cc2)ncc1C(=O)OCC)[C@@H](C)c1ccccc1 | -6 | -2 | -5
CCc1nc(-n2ccc3c(cnc4c(-c5ccc(F)cc5)c(C)nn43)c2=O)n[nH]1 | 2 | -5 | /
Cn1c(C2C(=N)N(NC(=O)c3ccccc3)CC2=O)[n+](C)c2ccccc21 (centres undefined) | 4 | 8 | -1
Cc1cc(C)c(C(=O)N2CCCC(CNS(=O)(=O)c3cccs3)C2)o1 (centres undefined) | 2&0 | 5&1 | /
CCNC(=O)[C@@]1(OCc2ccccc2C)CC(OCc2ccc(C(F)(F)F)cc2)[C@H](O)[C@H](O)C1 (some centres undefined) | 5 | -1 | -5
COc1ccc(CCN(Cc2ccc(C)o2)C(=O)CN(C(=O)c2cccs2)C2CC2)cc1OC | -2 | -6 | -3
COc1ccccc1OCCn1c(SCC(=O)c2ccc(Br)cc2)nc2ccccc21 | -3 | 5 | 5
O=C(/C=C/c1cccc(Cl)c1Cl)NC(C1CC1)C1CC1 | -7 | 1 | -2
Cc1ccccc1NC(=O)N(CCc1ccccc1)C(C)c1nc2ccccc2c(=O)n1-c1ccc(Br)cc1 (centres undefined) | 16 | -2 | -4
Nc1nc(N)c2ncc(Cc3ccccc3)nc2n1 | 6 | -4 | /
CC(C)CNC(=O)C(C)OC(=O)CCc1ccc(-c2ccccc2)o1 (centres undefined) | -2 | -14 | /
NC(=O)C(Br)C12CC3CC(CC(C3)C1)C2 (centres undefined) | / | 8 | 1
Cc1ccc(C(=O)NC(C(=O)NC2CC2)C2CCN(C(=O)c3ccc(Cl)cc3)CC2)cc1 (centres undefined) | -5 | 3 | -1
Cc1ccc(NC2=C(n3nnc4ccccc43)C(=O)c3ccccc3C2=O)cc1 | 2 | -4 | /
COCC(=O)N1CCCN(Cc2ccc(C(C)=O)cc2)CC1 | 1 | -2 | -15
COC(=O)c1cc2n(n1)CCN(C(=O)NCCc1ccc(F)cc1)C2 | 5 | -4 | -1
CCOc1ccc(C(=O)Nc2cc(-c3cccs3)nn2-c2nc(C)cc(=O)[nH]2)cc1 | -3 | -10 | /
CC1(C)CC(CCNCc2ccccc2)(c2ccccc2)CCO1 (centres undefined) | -14 | -4 | -7
O=C(c1coc(CN2CCN(C/C=C/c3ccccc3)CC2)n1)N1C[C@H]2CC[C@H]1C2 | 12 | -3 | /
O=c1[nH]c(=O)c2nc3nn(-c4ccccc4)nc3nc2[nH]1 | 14 | -1 | /
Cc1ccc(-c2nc(C=Nc3ccc(O)cc3)c(O)o2)cc1 | -2 | -6 | /
CNc1cc(-c2ccccc2O)ncn1 | 0 | -6 | /
CC(C)(CCl)C(=O)N1CCC[C@@H]1C(=O)NCCCNC(=O)c1ccc(F)cc1 | 30 | -8 | -9
CS(=O)(=O)c1ccc(-c2cccc(NS(=O)(=O)c3cccs3)c2)nn1 | 11 | -11 | -8
CC(=O)c1cn(CC(=O)Nc2cnc3n2CCCC3)c2ccccc12 | 3 | 0 | /
CCN1CCN(C(c2ccc(Cl)cc2)c2c(O)cc(C)n(Cc3ccc(OC)cc3)c2=O)CC1 (centres undefined) | 14 | -4 | /
CC(C)Cc1ccc(CN2CCC(N3CCCC3=O)CC2)s1 | 9 | -5 | /
Cc1c(/C=N\N2CCOCC2)cc(C#N)n1C | -16 | 1 | /
Cc1cc(C)n(C)c(=O)c1C(=O)N1CCCC(CCc2ccc(F)c(F)c2)C1 (centres undefined) | 6 | -2 | /
COc1ccccc1C(=O)COC(=O)CCN1C(=O)c2ccccc2C1=O | 5 | -5 | -7
CC1(C)CN=C(N2CCN(Cc3cscn3)CC2)S1 | 4 | -8 | /
Going on with the list:
SMILES | NPYLR7 ag | hcGAS lum | mcGAS lum
CCCCOc1ccc(C(=O)NCCc2cc3cc(C)c(C)cc3[nH]c2=O)cc1 | 0 | 5 | -5
COCCOC(=O)C1=C(C)NC2=C(C(=O)CCC2)C1c1ccccc1OCc1ccccc1 (centres undefined) | 9 | -7 | -5
CN(CCOc1ccccc1)C(=O)c1cnn(CCN2CCCCC2)c1 | 10 | -11 | /
CN(Cc1ccsc1)C(=O)c1cccc2c(=O)c3ccccc3[nH]c12 | 18 | -8 | -9
O=C(c1cccc(Br)c1)N(Cc1cccc(OCc2nc(CO)cs2)c1)C1CC1 | 16 | 0 | -3
O/N=C1/CCCC1NO (centres undefined) | 1 | -5 | -5
CS(=O)(=O)CS(=O)(=O)C(F)(F)F | 11 | -6 | /
Cc1nn(-c2ccc(Cl)cc2)c(Oc2ccccc2)c1CN(CC(O)Cc1ccccc1)CC1CC1 (centres undefined) | 8 | -6 | -7
